TRHR ag – agonists of human TRH receptor. actives 0.18% (n = 360,000). P34981. AID 493084. activation, % at 2 µM. TRHR cells, calcium flux fluo-8, FDSS agonist mode; in the data active means activation above about 30%; further: 0% is about no effect
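Read-out: compound-evoked intracellular calcium rise in TRHR cells, fluo-8 dye, kinetic FDSS fluorescence at 1 s/cycle following a 10-cycle baseline. Cells cultured overnight before dye loading (30 min–1.5 h, RT).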
12-LOX inh – ALOX12 (human) lipoxygenase inhibition | purified 12hLO, xylenol orange hydroperoxide absorbance | P18054 | Potency, µM (highest dose often 108 µM), without a hit: top-dose activity change, negative = inhibition, usual class: inhibitors | actives 1.1% (n = 580,000); further: potency means the concentration at half of the fitted maximal effect; on the % scale 0 is the no-effect control and ±100 the full control effect
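Hydroperoxide product was detected by ferrous iron/xylenol orange as the 573 to 405 nm absorbance ratio. Arachidonic acid at 40 uM (final) was turned over for 30 min at room temperature by 150 nM human 12hLO, pH 7.0 Hepes buffer, after 15 min compound preincubation.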
ERG Ets-DNA blk – blocks human ERG Ets domain binding to DNA. Potency, µM (highest dose often 76.9 µM), without a hit: at the highest dose FP activity, negative = inhibition, hits mostly inhibitors. actives 0.028% (n = 370,000). P11308. fluorescence polarization, His-ERG Ets domain / labelled DNA; active means well fitted inhibition curve with a large enough effect in the polarisation, with a control signal flat; inconclusive means small, poorly fitted or top-dose-only effect, or effect the other way, or a change in a side signal; inactive means no such curve, though single readings can be large or run the other way; the % refers to the polarisation;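 further: polarization taken with two DNA probes labelled with fluorescein and Texas red; potency means the concentration at half of the fitted maximal effect; % of control where 0% means no effect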
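His-tagged ERG Ets domain (1 uM in the protein solution; 300mM KCl, 50mM Tris-HCl, 1mM EDTA, 1mM DTT, pH 7.5) received compound, then a probe mix of 5 nM fluorescein-DNA and 100nM Texas-615-DNA. Fluorescence polarization was read for both dyes.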
Pol iota inh – inhibitors of human DNA polymerase iota; Q9UNA4; Pol iota fluorescent replication assay, 10 min; AID 588590; Potency, µM (series often up to 115 µM), for the others: at the top dose activity, negative = inhibition, actives largely listed as inhibitors; actives 1% (n = 390,000); further: potency means the concentration at half of the fitted maximal effect
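Fluorescent replication assay read twice, at 0 min and 10 min after adding 50 nM (final) substrate. Enzyme (10 nM) and compounds were first incubated 15 min at room temperature; enzyme-free buffer wells were negative controls.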
Apoferritin bind – binds horse apoferritin like a general anesthetic; apoferritin/1-aminoanthracene competitive binding, fluorescence; Potency, µM (titrated, usually from 77.5 µM), for inactives: top-dose activity change, negative = displacement, actives largely listed as inhibitors; actives 0.074% (n = 350,000); further: potency means the concentration at half of the fitted maximal effect; on the % scale 0 is the no-effect control and ±100 the full control effect; nearly all actives have a fitted effect of over 20% in size
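Steps: apoferritin (10 uM) was premixed with half-saturated 1-AMA in PBS, compounds were pin-transferred, plates stood 10 min at room temperature, fluorescence was read at 380/535 nm, and curves were fitted with a Hill equation.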
APE1 inh – inhibitors of human APE1 endonuclease | P27695 | recombinant APE1, TAMRA/BHQ-2 abasic DNA cleavage fluorescence | Potency, µM (top dose mostly 65.8 µM), inactives show at the top dose activity change, negative = inhibition, usual class: inhibitors | actives 0.35% (n = 350,000) | AID 2517;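 further: potency means the concentration at half of the fitted maximal effect; plate controls were vehicle for no effect and reference inhibitor for full effect; nearly all actives have a fitted effect of over 55% in size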
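APE1 at 0.75 nM preincubated 15 min at room temperature with compound. Reaction then started with 50 nM double-stranded THF-abasic substrate labelled with TAMRA/BHQ-2, and 525/598 nm fluorescence read kinetically. Activity taken as third-minus-first read difference, normalized to DMSO and NSC13755 controls.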
BLM inh – inhibitors of human Bloom syndrome helicase BLM | actives 0.2% (n = 350,000) | P54132 | recombinant BLM DNA unwinding, fluorescence dequenching | Potency, µM (series often up to 56.1 µM), inactives show at the top dose activity change, negative = inhibition, usual class: inhibitors;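 further: potency means the concentration at half of the fitted maximal effect; plate controls were vehicle for no effect and no enzyme for full effect; nearly all actives have a fitted effect of over 35% in size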
Target sequence (P54132 whole entry, looked up): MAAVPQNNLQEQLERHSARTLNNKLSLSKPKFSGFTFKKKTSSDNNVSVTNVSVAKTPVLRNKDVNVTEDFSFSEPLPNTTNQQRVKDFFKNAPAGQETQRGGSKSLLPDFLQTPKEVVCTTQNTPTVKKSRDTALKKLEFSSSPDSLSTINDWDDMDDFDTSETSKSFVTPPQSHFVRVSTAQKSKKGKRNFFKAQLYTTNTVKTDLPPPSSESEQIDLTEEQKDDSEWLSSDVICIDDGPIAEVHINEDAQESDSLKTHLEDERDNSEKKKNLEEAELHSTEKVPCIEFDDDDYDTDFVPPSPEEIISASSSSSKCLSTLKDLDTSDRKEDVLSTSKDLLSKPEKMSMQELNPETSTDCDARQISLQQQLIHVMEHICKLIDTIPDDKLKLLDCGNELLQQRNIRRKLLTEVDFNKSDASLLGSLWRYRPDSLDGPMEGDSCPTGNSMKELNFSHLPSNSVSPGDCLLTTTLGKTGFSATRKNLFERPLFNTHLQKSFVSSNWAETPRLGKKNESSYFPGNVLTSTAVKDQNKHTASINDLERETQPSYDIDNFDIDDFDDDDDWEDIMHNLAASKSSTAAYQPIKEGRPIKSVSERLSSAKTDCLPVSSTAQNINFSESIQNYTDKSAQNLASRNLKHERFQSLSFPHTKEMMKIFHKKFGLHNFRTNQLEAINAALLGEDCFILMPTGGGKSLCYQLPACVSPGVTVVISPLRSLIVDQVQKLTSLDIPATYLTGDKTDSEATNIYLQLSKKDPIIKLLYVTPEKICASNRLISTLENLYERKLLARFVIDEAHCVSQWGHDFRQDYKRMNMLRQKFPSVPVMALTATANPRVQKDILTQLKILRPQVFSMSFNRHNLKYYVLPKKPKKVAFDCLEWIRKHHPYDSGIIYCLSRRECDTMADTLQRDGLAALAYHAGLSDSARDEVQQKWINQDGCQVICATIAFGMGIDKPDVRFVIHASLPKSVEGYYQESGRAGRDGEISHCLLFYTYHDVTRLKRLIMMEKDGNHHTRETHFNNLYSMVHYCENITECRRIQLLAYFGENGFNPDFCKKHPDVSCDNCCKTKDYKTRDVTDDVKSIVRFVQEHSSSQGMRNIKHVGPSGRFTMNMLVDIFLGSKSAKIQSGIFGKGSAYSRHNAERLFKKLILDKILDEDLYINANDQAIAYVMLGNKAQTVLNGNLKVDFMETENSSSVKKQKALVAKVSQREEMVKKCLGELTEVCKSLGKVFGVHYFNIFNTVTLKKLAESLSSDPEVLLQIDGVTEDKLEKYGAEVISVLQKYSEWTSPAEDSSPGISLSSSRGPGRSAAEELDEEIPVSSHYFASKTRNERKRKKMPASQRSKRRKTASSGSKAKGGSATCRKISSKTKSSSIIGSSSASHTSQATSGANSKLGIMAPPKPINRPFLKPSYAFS
POLB inh – DNA polymerase beta (human) inhibition | P06746 | Pol beta primer extension/strand displacement, fluorescence kinetic | Potency, µM (doses to about 114 µM), for inactives: at the highest dose activity change, negative = inhibition, hits mostly inhibitors | actives 1.3% (n = 340,000) | AID 485314; further: potency means the concentration at half of the fitted maximal effect; on the % scale 0 is the no-effect control and ±100 the full control effect
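Curves were derived by four-parameter Hill fits of normalized qHTS data. The kinetic fluorescent primer-extension read was taken at 0 and 10 min after 50 nM substrate, following a 15 min room-temperature preincubation of 10 nM enzyme with compounds.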
Pol kappa inh – inhibitors of human DNA polymerase kappa. Q9UBT6. purified Pol kappa, fluorescent DNA synthesis assay, 10 min. Potency, µM (top dose mostly 107 µM), for inactives: at the highest dose activity, negative = inhibition, usual class: inhibitors. actives 0.53% (n = 400,000). AID 588579; further: potency means the concentration at half of the fitted maximal effect; on the % scale 0 is the no-effect control and ±100 the full control effect
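Kinetic fluorescence readout at 0 and 10 min followed reaction start with substrate at 50 nM final. Beforehand, enzyme (10 nM Pol kappa) stood 15 min with compound at room temperature; buffer-only wells were negative controls.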
* = called active by the depositor; ? = inconclusive; . = no result given; & = joins results of further samples; [ ] = another dose, or the depositor's remark. Unless noted, the call rests on the fitted dose curve; in most records, active means well fitted curve in the direction sought with a large enough effect; inconclusive means small, poorly fitted or top-dose-only effect, or another doubt; inactive means no such curve, though single readings can be large; an effect the other way counts as inactive or inconclusive. A portion of the library; the hit share may differ from the screen's.

SMILES | TRHR ag | 12-LOX inh | ERG Ets-DNA blk | Pol iota inh | Apoferritin bind | APE1 inh | BLM inh | POLB inh | Pol kappa inh
O=C(CCCCn1c(=O)[nH]c2ccccc2c1=O)NC1CCN(Cc2ccccc2)CC1 | -0.1 | 3%[57.4 µM] | 6% | 2% | -6% | ? | -8% | -14% | -8%
O=C(c1ccc(F)cc1)N1CCCC(C(=O)N2CCc3ccccc3C2)C1 (centres undefined) | 0.0 | 84%[activator] | 10% | ? | -4% | 12% | 0% | 2% | 0%
NS(=O)(=O)c1ccc(NC(=O)C2CCCO2)cc1 (centres undefined) | 0.9 | -10% | . | ? | -5% | 1% | 2% | 8% | -11%
Cn1cc(CN2CCN(Cc3ccccc3)CC2)c(-c2cccc(Cl)c2)n1 | -1.1 | 3% | -17% | -1% | -13% | 8% | -3% | -11% | 8%
NC(=O)/C(=C/c1ccc2c(c1)OCO2)NC(=O)c1ccco1 | 0.4 | -18% | -4% | ? | 0% | -8% | 0% | 0% | -3%
Cc1ccnc(NS(=O)(=O)c2ccc(NS(C)(=O)=O)cc2)n1 | -0.6 | 2% | 0% | -8% | -3% | 5% | 0% | -13% | 4%
O=C(Nc1cccc(F)c1)C1CCN(c2nc3ccccc3[nH]2)CC1 | 0.5 | -25% | 7% | 18% | -3% | . | -1% | -9% | -2%[60.1 µM]
Cc1cccc2sc(NNC(=O)c3ccc4c(c3)OCCO4)nc12 | 0.4 | ? | 7% | 2% | -10% | 18% | 2% | -14% | -20%
O=C(Nc1ccccc1C(=O)O)c1cccc(N2C(=O)c3ccccc3C2=O)c1 | 0.2 | ? | -16% | 8% | -3% | 36% | -1% | 38% | 0%
O=S(=O)(NC1CC1)c1ccc2c3c(cccc13)CC2 | 0.1 | 9% | -2% | 5% | -24% | 15% | 3% | 34% | -3%
CCCC(C(=O)NC1CCCC1)N(Cc1ccc(F)cc1)C(=O)c1snc(C(N)=O)c1N (centres undefined) | -0.8 | -9% | 3% | -11% | 2% | 20% | -6% | 81% | 2%
O=C(Nc1nc(-c2ccccc2)c(C(=O)c2ccccc2)s1)c1ccc(S(=O)(=O)N2CCCC2)cc1 | 0.9 | -4% | 1% | 12% | -17% | -4% | -6% | 20% | -7%
COc1ccccc1NC(=O)Nc1nc(CC(=O)Nc2ccc(OC)c(OC)c2)cs1 | -0.3 | -7% | -4% | 10% | . | -8% | . | . | -13%
Cc1nc2nc(NC(=O)c3ccc(Cl)cc3)[nH]n2c(=O)c1Cc1ccccc1 | 0.2 | -21% | -2% | ? | -3% | . | -1% | 41% | 3%
O=C(CSc1ccncc1)Nc1ccc2ccccc2c1 | -0.2 | 0% | 7% | 105%[activator] | ? | 2% | -5% | 2% | 0%
CN1C2CCC1CC(NC(=O)c1cccc(C(F)(F)F)c1)C2 (centres undefined) | 1.5 | 11% | -8% | 50%[activator] | 0% | 22% | 0% | 3% | -17%
O=S(=O)(Nc1ccc(S(=O)(=O)Nc2ncccn2)cc1)c1ccccc1 | -0.3 | -18% | -14% | 100%[activator] | 3% | 1% | -4% | -1% | -3%
CCN1CCc2c(OCC(=O)Nc3ccc4c(c3)OCCO4)cccc2C1=O | -0.1 | . | . | . | -19% | -2% | 1% | 4% | .
CCOC(=O)c1ccc(NC(=O)CSc2nnc(CNC(=O)c3ccco3)o2)cc1 | -0.6 | -2% | -15% | 3% | -5% | 59%[activator] | 3% | 29% | -3%
Cc1ccccc1C(=O)c1cccn1CC(=O)NCCCN1CC(C)CC(C)C1 (centres undefined) | 0.2 | -3% | 7% | 6% | 5% | 11% | 5% | -2% | 14%

Single records (already shown).
Entry for `O=C(CSc1ccncc1)Nc1ccc2ccccc2c1` = TRHR ag = -0.2; 12-LOX inh = 0%; ERG Ets-DNA blk = 7%; Pol iota inh = 105%[activator]; Apoferritin bind = ?; APE1 inh = 2%; BLM inh = -5%; POLB inh = 2%; Pol kappa inh = 0%
Entry for `Cc1nc2nc(NC(=O)c3ccc(Cl)cc3)[nH]n2c(=O)c1Cc1ccccc1` = TRHR ag = 0.2; 12-LOX inh = -21%; ERG Ets-DNA blk = -2%; Pol iota inh = ?; Apoferritin bind = -3%; APE1 inh = .; BLM inh = -1%; POLB inh = 41%; Pol kappa inh = 3%

Later entries.
SMILES | TRHR ag | 12-LOX inh | ERG Ets-DNA blk | Pol iota inh | Apoferritin bind | APE1 inh | BLM inh | POLB inh | Pol kappa inh
CCN(Cc1ccccc1)S(=O)(=O)c1c(C)[nH]c(C)c1C(=O)N1CCCC1 | 0.1 | -6% | 1% | -23% | 11% | -2% | 0% | -16% | 5%
CC(C)OCCCNC(=O)CN1CCN(Cc2ccccc2Cl)C1=O | 0.4 | 0% | 1% | 3% | -11% | 0% | 0% | -7% | -4%
O=C(Nc1nc2ccccc2[nH]1)c1cccc([N+](=O)[O-])c1 | -0.6 | 15% | 8% | 21% | -7% | 11% | 1% | 10% | 1%
CCN(c1ccccc1)S(=O)(=O)c1cc(Br)cc2c1N(C(=O)C1CC1)CC2 | 0.7 | -16% | -7% | -3% | 95%[activator] | . | -24% | -1% | -17%
Cn1c(-c2cccc([N+](=O)[O-])c2)cnc1NCc1cccc([N+](=O)[O-])c1 | -0.9 | ? | -8% | 10% | ? | 0% | -2% | -18% | -4%
COc1ccc(CNC(=O)CSc2nc3[nH]ncc3c(=O)n2-c2ccccc2Br)cc1 | 0.1 | . | . | . | -9% | -3% | 3% | -5% | .
CC(C)CC(=O)NCCNC(=O)c1cc(OCC(F)(F)F)ccc1OCC(F)(F)F | -1.0 | 75%[activator] | 0% | 14% | -10% | 1% | -9% | 3% | 1%
O=C(O)CCC(=O)N1CCN(S(=O)(=O)c2cccs2)CC1 | 0.4 | 0% | -10% | 8% | -1% | 19% | -2% | 3% | -12%
CC(=O)N1CCN(c2ccccc2NC(=O)c2ccc(C#N)cc2F)CC1 | 0.5 | 38%&8% | 4% | 197%[activator] | -10% | -1% | 2% | 6% | -1%
Cc1cccc(CC2CC(=O)N(c3ccc(C)cc3Br)C2=O)c1 (centres undefined) | 3.0 | 0% | -15% | 2% | -1% | 26% | -5% | -17% | 2%
Cc1csc(NC(=O)CSC2=NS(=O)(=O)c3ccccc3N2)n1 | 0.0 | 6% | 16% | 11% | . | 0% | . | . | -8%
O=C(COc1ccccc1Cl)N1CCCCCCC1 | 0.0 | -25% | -4% | 122%[activator] | ? | 51% | -1% | ? | 4%
O=c1c(-c2ccco2)[n+]([O-])c2ccccc2n1OCc1ccccn1 | 0.5 | ? | 5% | 64%[activator] | 2% | -6% | -14% | 39% | -25%
Cc1ccc(C)c(NC(=S)NC(=O)c2cncc(Br)c2)c1 | . | 0% | 4% | 51%[activator] | . | . | . | . | -4%
CCCCNCCOc1ccccc1-c1ccccc1 | -0.3 | ? | 5% | 17% | 6% | -2% | -8% | 3% | -3%
O=C(c1cc2c(=O)oc3ccccc3c2s1)N1CCN(c2cccc(Cl)c2)CC1 | 0.2 | -14% | 4% | -5% | 4% | . | -9% | 19% | 5%
C=CCn1c(-c2cccnc2Cl)nc2ccccc21 | -0.8 | -4% | 9% | ? | -9% | 0% | -7% | 1% | -6%
CC1=NN(S(=O)(=O)c2ccc(F)cc2)C(=O)c2ccccc2O1 | 0.2 | 2% | 7% | 18% | -9% | -2% | 1% | 6% | 9%
Cc1cccc(N2CCN(CC3CCCCC3)CC2)c1C | -0.2 | -12% | 11% | -7% | -6% | 27% | 0% | 4% | -5%
COc1ccc(S(=O)(=O)N2CCOCC2)cc1NC(=O)C1CCCN1C(=O)c1cccs1 (centres undefined) | -0.5 | 1% | 13% | -11% | . | 56%[activator] | . | . | -11%
O=C(Nc1cccc(S(=O)(=O)N2CCCCC2)c1)C1CC(=O)N(Cc2ccccc2)C1 (centres undefined) | 0.0 | 134%[activator] | -3% | 2% | . | -11% | . | . | -3%
CC(C)Cn1c(SCC(=O)NCc2ccco2)nnc1-c1ccncc1 | 0.8 | ? | 6% | 126%[activator] | -7% | 16% | -5% | 40% | -2%
CCOc1ccc(CCNC(=O)COC(=O)C2CCN(S(=O)(=O)c3ccccc3)CC2)cc1OCC | . | -13% | 11% | 27% | . | . | . | . | -2%
CC1(C)CC(=O)C([N+](=O)[O-])=C(NCCCC(=O)O)C1 | -2.7 | -19% | 0% | 15% | -8% | 15% | 5% | 9% | 5%
COc1cccc(CN(C)C(=O)CNC(=O)c2cccs2)c1OC | 1.3 | -15% | -5% | -10% | . | 6% | . | . | -14%
COc1ccccc1CCNC(=O)C(=O)NCC(c1cccs1)S(=O)(=O)c1ccc(C)cc1 (centres undefined) | 0.0 | -24% | 3% | 5% | 4% | . | -3% | 12% | -7%[60.1 µM]
COc1ccccc1CNC(=O)CN1CCN(c2ccc(C(C)=O)cc2)CC1 | -0.2 | -10% | 3% | 0% | 8% | -2% | 2% | 19% | -15%
COC(=O)C1=C(C)N(CCCC(=O)O)C(=O)NC1c1ccc2c(c1)OCO2 (centres undefined) | . | -6% | 12% | ? | . | . | . | . | -1%
CCOC(=O)c1scc(-c2ccccc2)c1S(=O)(=O)Nc1cc(Cl)c(OC)cc1OC | 0.2 | ? | 0% | 10% | 2% | . | -6% | 8% | 3%
COc1ccc(C2(CO)OC(CO)C(O)C2O)cc1 (centres undefined) | . | -18% | -2% | 12% | . | . | . | . | -10%
CCOc1ccc(NC(=O)CN2CCN(S(=O)(=O)c3ccc(OC)cc3)CC2)cc1 | -0.4 | -28% | 6% | -5% | -1% | . | -22% | -25% | -10%
O=C(NCCOC(=O)c1cccs1)c1cccnc1 | 0.7 | ? | 3% | 0% | -10% | 2% | 3% | 2% | -11%
